Screening data: PubChem, several laboratories
LYP inhibition: inhibitors of LYP phosphatase, biochemical, fluorescence intensity, uHTS (AID 1779); Tyrosine-protein phosphatase non-receptor type 22 (Homo sapiens); recombinant LYP phosphatase, fluorescence intensity; higher % means a stronger effect; one-dose inhibition, % at 11.5 µM; IC50 in µM for titrated hits; 0.054% of 290,000 active; in the data active means inhibition above about 50%;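 further: plate controls were vehicle with enzyme for no effect and no enzyme for full effect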
SIAH1 antagonists: Siah-1 peptide-binding antagonists, primary screen, biochemical, fluorescence polarization, rhodamine-plectin, uHTS (AID 1817); 0.02% of 290,000 active; Siah-1 / rhodamine-plectin peptide fluorescence polarization; higher % means a stronger effect; E3 ubiquitin-protein ligase SIAH1 (Homo sapiens); displacement, % at 20 µM; hits with a dose series show IC50 in µM;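 active means displacement of at least 50% at 20 µM, with a fluorescence ratio check between 0.3 and a set limit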;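 further: plate controls were Siah plus tracer with DMSO for no effect and tracer alone without Siah for full effect; strong numbers were not always called active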
NS5 inhibitors: Dengue-2 NS5 methyltransferase inhibitors, primary screen, biochemical, confirmation dose response (AID 588689) | Genome polyprotein (Dengue virus type 2 (strain 16681-PDK53)) | Dengue-2 NS5 methyltransferase capping enzyme assay, biochemical; higher % means a stronger effect | inhibition, % at 25 µM; hits with a dose series show IC50 in µM | 0.3% of 340,000 active; in the data active means a potency from the dose series; inconclusive means inhibition above about 29% without an active follow-up result
Rac1 GTP hydrolysis: MgcRacGAP GTPase-activating activity inhibitors, confirmation, biochemical, ADP Hunter fluorescence; MgcRacGAP-stimulated Rac1 GTP hydrolysis, ADP Hunter fluorescence; higher % means a stronger effect; GST-tagged Rac1 F28L mutant substrate; inhibition, % at 30 µM, or IC50 in µM where a hit was titrated; 0.6% of 340,000 active; AID 624330, 2012;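 active means first-screen hits whose inhibition reached a set limit at any dose in the follow-up dose series; inconclusive means inhibition above the set first-screen limit but never retested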;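 further: fluorescence reports GDP produced by GAP-driven GTP hydrolysis; strong numbers were not always called active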
AID2073: inhibitors of Mint1-CaV2.2 protein interaction, biochemical, HTRF (AID 2073). Voltage-dependent N-type calcium channel subunit alpha-1B (Homo sapiens). 0.19% of 290,000 active. HTRF protein-protein interaction, Mint1-CaV2.2; higher % means a stronger effect. inhibition, % at 20 µM, or IC50 in µM where a hit was titrated; in the data active means inhibition mostly above about 51%, no sharp cut-off; inconclusive means no clear call, values can overlap the other calls; inactive means mostly below about 53%; further: some results filed as inactive read as strong as hits
RSV CPE inhibition: RSV antiviral activity via CPE protection, HEp-2 cells, primary 10 µM value included (AID 2391); 0.13% of 310,000 active; CPE inhibition, % at 10 µM, or IC50 in µM where a hit was titrated; HEp-2 cells, RSV-induced CPE inhibition; higher % means a stronger effect; in the data active means a potency from the dose series; inconclusive means CPE inhibition mostly from about 23% at the one dose, without a potency; inactive means the rest, 99 in 100 with CPE inhibition below about 21%; further: strong numbers were not always called active
XIAP antagonists: XIAP antagonists, biochemical, IAP family, fluorescence polarization (AID 1018); displacement, % at 20 µM, or IC50 in µM where a hit was titrated; 0.007% of 200,000 active; XIAP BIR domain, fluorescence polarization peptide displacement; higher % means a stronger effect; E3 ubiquitin-protein ligase XIAP (Homo sapiens); in the data active means displacement above about 50%; further: a part of the inactive calls stands beside numbers as strong as those of hits
SV40 large T antigen: SV40 large T antigen inhibitors, biochemical (AID 1903). one-dose inhibition, % at 20 µM; IC50 in µM for titrated hits. SV40 large T antigen ATPase/helicase inhibition assay; higher % means a stronger effect. 0.39% of 310,000 active; in the data active means a potency from the dose series; inconclusive means inhibition mostly from about 32% at the one dose, without a potency; inactive means the rest, 99 in 100 with inhibition below about 32%; further: strong numbers were not always called active
HIV peptide binding: inhibitors of HIV fusion peptide binding, primary screen, biochemical, uHTS, fluorescence dequenching (AID 1986). cell-free peptide binding, fluorescence dequenching, 30 min; higher % means a stronger effect. inhibition, % at 20 µM, or IC50 in µM where a hit was titrated. 0.3% of 290,000 active; in the data active means inhibition mostly above about 52%, no sharp cut-off; inactive means mostly below about 76%; further: some results filed as inactive read as strong as hits
Active calls of the source: *; ? = inconclusive; / = no result given.

Molecule,LYP inhibition,SIAH1 antagonists,NS5 inhibitors,Rac1 GTP hydrolysis,AID2073,RSV CPE inhibition,XIAP antagonists,SV40 large T antigen,HIV peptide binding
O=C(c1cc(-c2cccs2)on1)N1CCCc2ccccc21,-3.7%,11.3%,-2.1%,1.9%,-0.6%,1.7%,-4.6%,-3.4%,-1.0%
O=C(CN(Cc1ccccc1)S(=O)(=O)c1ccc(Br)cc1)N/N=C/c1ccccc1C(=O)O,4.8%,16.8%,2.3%,7.6%,-1.8%,0.2%,/,9.6%,12.0%
COc1ccccc1OCc1ccc(C(=O)NCCN(C)C)o1,3.0%,1.2%,2.1%,10.2%,-2.6%,1.0%,-3.9%,-3.0%,-0.8%
O=C(Nc1nc(-c2ccc(-c3ccccc3)cc2)cs1)c1cc([N+](=O)[O-])ccc1N1CCOCC1,-3.6%,0.6%,0.0%,7.0%,27.8%,0.4%,-2.9%,9.6%,1.5%
COc1ccc(CNC(=O)C2CC(c3cccc(OC)c3)=NO2)cc1 (configuration not stated),-7.5%,-5.5%,-4.8%,-0.3%,1.6%,-0.6%,-5.5%,-2.6%,0.4%
Cc1cc(-c2cc(C(=O)NCc3ccccc3)on2)nc(NCC2CC2)n1,-6.2%,4.7%,0.3%,10.6%,5.7%,-0.5%,/,13.2%,-1.5%
COc1ccc([C@@H]2[C@@H]3C(=O)N(C(C)(C)C)C(=O)[C@@H]3[C@]3(Cc4ccccc4)C(=O)N(c4ccc(C)cc4)C(=O)N23)cc1,/,/,-6.6%,4.6%,/,9.5%,/,15.7%,/
COc1ccc(/C=C(/NC(=O)c2ccc(C)cc2)c2nc3ccccc3[nH]2)cc1OC,7.5%,1.3%,-8.3%,-5.3%,?,1.8%,-5.3%,18.7%,-1.3%
CNc1ccccc1C(=O)OCC(=O)c1ccc(F)cc1,-0.9%,6.2%,-7.9%,5.8%,-5.7%,1.4%,0.2%,-0.1%,2.7%
Cc1cc(Br)c(NC(=O)COC(=O)C2CC2C)c(Br)c1 (configuration not stated),-2.2%,-4.7%,-3.6%,7.8%,-1.9%,-0.6%,-7.1%,11.0%,-1.9%
COc1cc(/C=N/NC(=O)CCN2CCN(C(c3ccccc3)c3ccccc3)CC2)ccc1O,5.3%,1.1%,1.8%,50.9µM*,-3.5%,1.4%,-11.4%,21.4%,-1.2%
Cc1ccc(S(=O)(=O)N[C@H](C(=O)N2CCC(C(=O)N[C@@H](CCC(N)=O)C(=O)O)CC2)C(C)C)cc1,-6.4%,1.6%,-1.4%,3.6%,0.9%,/,/,13.0%,1.1%

Three compounds already listed, sorted by count of non-hydrogen atoms, rising:
Molecule,LYP inhibition,SIAH1 antagonists,NS5 inhibitors,Rac1 GTP hydrolysis,AID2073,RSV CPE inhibition,XIAP antagonists,SV40 large T antigen,HIV peptide binding
O=C(c1cc(-c2cccs2)on1)N1CCCc2ccccc21,-3.7%,11.3%,-2.1%,1.9%,-0.6%,1.7%,-4.6%,-3.4%,-1.0%
COc1ccc(/C=C(/NC(=O)c2ccc(C)cc2)c2nc3ccccc3[nH]2)cc1OC,7.5%,1.3%,-8.3%,-5.3%,?,1.8%,-5.3%,18.7%,-1.3%
Cc1ccc(S(=O)(=O)N[C@H](C(=O)N2CCC(C(=O)N[C@@H](CCC(N)=O)C(=O)O)CC2)C(C)C)cc1,-6.4%,1.6%,-1.4%,3.6%,0.9%,/,/,13.0%,1.1%

Quoted from the listing:
Cc1cc(Br)c(NC(=O)COC(=O)C2CC2C)c(Br)c1 (configuration not stated) @ LYP inhibition = -2.2%
O=C(Nc1nc(-c2ccc(-c3ccccc3)cc2)cs1)c1cc([N+](=O)[O-])ccc1N1CCOCC1 @ XIAP antagonists = -2.9%
COc1ccc(/C=C(/NC(=O)c2ccc(C)cc2)c2nc3ccccc3[nH]2)cc1OC @ XIAP antagonists = -5.3%

The listing picks up with the 3 entries that preceded the break.
Molecule,LYP inhibition,SIAH1 antagonists,NS5 inhibitors,Rac1 GTP hydrolysis,AID2073,RSV CPE inhibition,XIAP antagonists,SV40 large T antigen,HIV peptide binding
Cc1cc(Br)c(NC(=O)COC(=O)C2CC2C)c(Br)c1 (configuration not stated),-2.2%,-4.7%,-3.6%,7.8%,-1.9%,-0.6%,-7.1%,11.0%,-1.9%
COc1cc(/C=N/NC(=O)CCN2CCN(C(c3ccccc3)c3ccccc3)CC2)ccc1O,5.3%,1.1%,1.8%,50.9µM*,-3.5%,1.4%,-11.4%,21.4%,-1.2%
Cc1ccc(S(=O)(=O)N[C@H](C(=O)N2CCC(C(=O)N[C@@H](CCC(N)=O)C(=O)O)CC2)C(C)C)cc1,-6.4%,1.6%,-1.4%,3.6%,0.9%,/,/,13.0%,1.1%
Cc1oc(-c2ccccc2Cl)nc1CSCC(=O)NC1CCCC1,-2.8%,-0.4%,-3.7%,3.2%,14.2%,?,-0.1%,12.7%,1.7%
Cc1ccc(-c2nc3c(cnn3-c3ccccc3)c(=O)o2)cc1,-1.3%,0.2%,-4.9%,7.6%,2.1%,-0.4%,-11.7%,18.7%,-0.2%
COc1cccc(-c2cc(C(=O)N3CCCCCC3)no2)c1,0.7%,2.5%,0.0%,2.8%,2.0%,2.3%,-4.0%,3.6%,-1.0%
COc1cccc(/C=N/n2c(-c3ccco3)nc3ccccc3c2=O)c1OC,4.2%,-1.3%,1.5%,7.0%,4.8%,-0.1%,-9.5%,2.0%,-1.4%
S=C1NCCOCCOCCOCCOCCN1,-3.9%,-2.0%,0.0%,-2.5%,0.0%,-1.1%,-3.3%,4.4%,0.1%
O=C(NCc1ccccn1)C(=O)NN=C1CCCCCCC1,-6.4%,-5.0%,-11.9%,0.9%,7.0%,1.5%,-8.3%,3.3%,-1.9%
Cc1ccc(S(=O)(=O)Nc2cccc3c2CCCC3)cc1,0.5%,3.7%,0.0%,5.5%,3.8%,10.7%,-3.0%,6.7%,1.4%
CC(C)(C)Cc1nc2ccccc2n1CCc1ccccc1,-6.0%,-2.8%,-6.2%,9.0%,-2.5%,2.1%,-3.2%,6.7%,1.9%
O=c1c2c(-c3ccccc3)csc2ncn1/N=C/c1cccc([N+](=O)[O-])c1O,-2.1%,-7.0%,-9.3%,2.5%,6.7%,0.8%,-9.5%,11.5%,15.4%
Cc1cc(C)n2nc(C(=O)NCc3ccccc3)cc2n1,-8.3%,-4.2%,3.2%,1.8%,16.2%,/,-2.8%,-18.1%,0.7%
CN(Cc1ccccc1)C(=O)COC(=O)c1ccc(=O)n(Cc2ccccc2)n1,/,/,-2.9%,5.5%,/,-2.0%,/,9.4%,/
Cc1ccccc1NC(=O)c1ccc(Nc2c([N+](=O)[O-])cc([N+](=O)[O-])c3ccccc23)cc1,10.9%,2.0%,0.0%,3.8%,15.6%,5.1%,3.1%,-1.5%,2.3%
CC(C)N(C(=O)C(=O)c1cccn1-c1ccccc1C#N)C(C)C,-5.0%,1.2%,-1.5%,2.1%,-2.9%,0.9%,44.4%,30.2%,-0.8%
